Compound activity as filed in PubChem BioAssay.
D2 antag: antagonists of human D2 dopamine receptor | P14416 | HEK293 TREx D2 cells, calcium flux, dopamine EC80 | inhibition, % at 10 µM | 340,000 compounds, 2% hits; in the data active = inhibition above about 30%; note: 0% is about no effect
Target sequence (P14416 whole entry, looked up): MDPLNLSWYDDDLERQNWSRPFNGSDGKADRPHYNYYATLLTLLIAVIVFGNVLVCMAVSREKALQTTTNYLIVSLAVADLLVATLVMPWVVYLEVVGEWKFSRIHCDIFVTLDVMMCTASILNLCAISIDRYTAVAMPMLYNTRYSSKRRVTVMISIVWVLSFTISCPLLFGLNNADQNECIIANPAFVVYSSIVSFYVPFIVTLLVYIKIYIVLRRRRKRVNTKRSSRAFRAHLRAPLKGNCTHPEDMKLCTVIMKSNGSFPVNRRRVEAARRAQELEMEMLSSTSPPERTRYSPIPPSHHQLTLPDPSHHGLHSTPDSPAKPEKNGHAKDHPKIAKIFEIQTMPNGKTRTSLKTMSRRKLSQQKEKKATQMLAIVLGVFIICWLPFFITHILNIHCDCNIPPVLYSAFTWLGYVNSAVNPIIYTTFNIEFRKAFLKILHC
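Overnight-induced (tetracycline, 30 C) HEK293 T-REx cells carrying force-coupled D2 receive a no-wash calcium dye, then compound, then EC80 dopamine at 180 s; signals are read kinetically throughout.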
TRHR enhancer: allosterically enhances the human TRH receptor | TRHR cells, fluo-8 calcium fluorescence, EC20 TRH enhancement | enhancement, % at 2 µM | 360,000 compounds, 0.66% hits; in the data active = enhancement above about 30%; note: 0% is about no effect
Target sequence (P34981 whole entry, looked up): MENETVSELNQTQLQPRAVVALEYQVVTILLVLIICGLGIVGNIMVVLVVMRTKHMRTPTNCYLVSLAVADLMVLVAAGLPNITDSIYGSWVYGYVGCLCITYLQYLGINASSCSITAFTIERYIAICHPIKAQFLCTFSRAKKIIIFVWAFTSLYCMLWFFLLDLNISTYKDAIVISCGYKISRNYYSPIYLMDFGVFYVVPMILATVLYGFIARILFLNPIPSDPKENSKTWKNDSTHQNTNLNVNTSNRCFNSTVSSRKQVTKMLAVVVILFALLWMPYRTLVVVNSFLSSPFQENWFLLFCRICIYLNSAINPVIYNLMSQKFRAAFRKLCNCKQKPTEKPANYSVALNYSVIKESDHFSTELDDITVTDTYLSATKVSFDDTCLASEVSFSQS
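Enhancer read-out: after compound pinning and an initial kinetic agonist-mode read, an EC20 of TRH (10 nM final) was injected and fluo-8 calcium signal (Ex 480/Em 530) followed at 1 s/cycle for 100 cycles in TRHR-expressing cells.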
D2 ag: D2 dopamine receptor (human) agonism | P14416 | HEK293 T-REx D2 cells, calcium flux agonist mode | activation, % at 2 µM | 340,000 compounds, 0.53% hits;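 active = activation over 3 SD above normal in the single-dose calcium agonist read, cut at about 30% in these data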; note: 0% is about no effect
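Tetracycline-induced HEK293 T-REx cells with force-coupled D2 receptor, plated overnight at 30 C, loaded with no-wash calcium dye. After a 10 s baseline, compound was pin-added and calcium flux read kinetically for 180 s; calcium rises flagged agonists.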
mIDH1 inhibitor: human IDH1 R132H inhibition. O75874. IDH1-R132H enzyme, NADPH consumption, diaphorase/resazurin fluorescence. Potency, µM (series often up to 76.6 µM), for inactives: at the top dose activity change, negative = inhibition, usual class: inhibitors. 390,000 compounds, 0.093% hits. AID 602179; note: potency is the fitted concentration of half-maximal effect; % is set by controls: 0 for no effect and ±100 for the full control effect; nearly all actives have a fitted effect of over 65% in size
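IDH1-R132H (0.5 ug/mL) preincubated 30 min with compound, then NADPH (0.016 mM) and alpha-KG (2 mM) added; 80 min at RT, pH 7.5. Remaining NADPH coupled via diaphorase/resazurin to fluorescence (540/590 nm); concentration-response curves normalized to no-enzyme control.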
USP1-UAF1 inh: USP1/UAF1 (human) deubiquitinase inhibition. O94782. recombinant USP1/UAF1, Ub-Rhodamine cleavage fluorescence. Potency, µM (top dose mostly 57.1 µM), inactives show top-dose activity change, negative = inhibition, actives largely listed as inhibitors. 390,000 compounds, 0.23% hits; note: potency is the fitted concentration of half-maximal effect; % is set by controls: 0 for no effect and ±100 for the full control effect; nearly all actives have a fitted effect of over 60% in size; inactives centre near -12
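USP1/UAF1 complex (1 nM) preincubated 15 min at room temperature with compound, then Ub-Rho substrate (150 nM final) added. Kinetic fluorescence at 480/540 nm over 6 reads at 60 s intervals; 50 mM HEPES pH 7.8, 0.5 mM EDTA, 0.1 mg/ml BSA, 1 mM TCEP, 0.01% Tween-20.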
TRHR ag: activates the human TRH receptor; 360,000 compounds, 0.18% hits; P34981; AID 493084; activation, % at 2 µM; TRHR cells, calcium flux fluo-8, FDSS agonist mode; in the data active = activation above about 30%; note: 0% is about no effect
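TRHR-expressing cells loaded with fluo-8 calcium dye; 23 nL library compound pin-transferred, kinetic FDSS fluorescence (Ex 480/Em 530) recorded about 180 s for agonist-induced calcium release, before a 10 nM TRH EC20 addition for potentiator mode.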
TrxR1 inh: rat TrxR1 inhibition; recombinant rTrxR1, NADPH fluorescence consumption, selenite substrate; AID 588453; Potency, µM (titrated, usually from 114 µM), for the others: at the highest dose activity change, negative = inhibition, most hits filed as inhibitors; 390,000 compounds, 1% hits; note: potency is the fitted concentration of half-maximal effect; % is set by controls: 0 for no effect and ±100 for the full control effect; nearly all actives have a fitted effect of over 65% in size
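Rat TrxR1 (90 nM in the dispensed reagent) was pre-reduced with 400 uM NADPH for 5 min at room temperature, then incubated with compound for 15 min. After 400 uM selenite was added, NADPH fluorescence (Ex 340/Em 450 nm) was followed for 8 min.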
TrxR1 substrate: rat thioredoxin reductase 1 substrate activity | O89049 | purified TrxR1 substrate turnover, NADPH consumption readout | Potency, µM (doses to about 114 µM), for inactives: at the highest dose activity change, negative = substrate turnover | 390,000 compounds, 0.01% hits; note: potency is the fitted concentration of half-maximal effect; % is set by controls: 0 for no effect and ±100 for the full control effect; nearly all actives have a fitted effect of over 50% in size
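Rat TrxR1, dispensed at 90 nM, was prereduced with 400 uM NADPH (final) for 5 min at ~22 deg C, then incubated with compound 15 min before 400 uM selenite. A first-read NADPH fluorescence drop versus no-compound background flagged substrates.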
PI4K2A block: inhibitors of human PI4K2A | AID 1346378 | purified PI4K2A, ADP-Glo luminescence, 1 h; stronger effect = lower value | Q9BTU6 | 420,000 compounds, 0.13% hits | activity change, negative = inhibition, % at 76.9 µM; in the data active = activity change below about -50%; inconclusive = mostly about -30% to -49%;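 note: -100% = wells without enzyme as full effect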
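In this quantitative HTS, ADP production by PI4K2A was quantified luminescently after 1 h at ambient temperature; 100 microM adenosine served as plate-quality control.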
An asterisk follows results filed as active; ? = inconclusive; . = no result given; & = joins results of further samples; [ ] = another dose, or the depositor's remark. Unless noted, calls come from the whole dose curve; as a rule, active = well fitted inhibition curve with a large enough effect; inconclusive = small, poorly fitted or top-dose-only effect; inactive = no such curve, though single readings can be large or run the other way.

The opening 3 entries (preview)
SMILES	D2 antag	TRHR enhancer	D2 ag	mIDH1 inhibitor	USP1-UAF1 inh	TRHR ag	TrxR1 inh	TrxR1 substrate	PI4K2A block
O=c1cc(O)sc2ccccc12	-16	1	4.5	3%	-10%	4.6	25%[57.1 µM]	11%[57.1 µM]	4
CN1C(=O)CC(C(=O)Nc2ccc(C(=O)O)cc2)SC1=Nc1ccc(Cl)cc1 (stereo unspecified)	.	0	-0.5	-6%	-21%	-1.7	8%	1%	-3
CSCCC(NC(=O)COc1ccccc1)C(=O)NCCOc1ccc(C)cc1 (stereo unspecified)	-7	-5	-0.6	-5%	3%	-1.1	7%	6%	-7

The listing, from the start:
SMILES	D2 antag	TRHR enhancer	D2 ag	mIDH1 inhibitor	USP1-UAF1 inh	TRHR ag	TrxR1 inh	TrxR1 substrate	PI4K2A block
O=c1cc(O)sc2ccccc12	-16	1	4.5	3%	-10%	4.6	25%[57.1 µM]	11%[57.1 µM]	4
CN1C(=O)CC(C(=O)Nc2ccc(C(=O)O)cc2)SC1=Nc1ccc(Cl)cc1 (stereo unspecified)	.	0	-0.5	-6%	-21%	-1.7	8%	1%	-3
CSCCC(NC(=O)COc1ccccc1)C(=O)NCCOc1ccc(C)cc1 (stereo unspecified)	-7	-5	-0.6	-5%	3%	-1.1	7%	6%	-7
O=c1c2c(-c3cccs3)csc2[nH]c(=S)n1-c1ccccc1	6	4	0.3	2%	-19%	-0.1	-47%	-14%	-4
CC1(OC(=O)C2CCCC2)C(=O)C=C2C=C(c3ccsc3)N(CC3CC3)C=C2C1=O (stereo unspecified)	21	8	0.1	17%	?	-0.1	-3%	-13%	-4
Cc1ccc(NCc2nnc(SCC(=O)N3CCc4ccccc43)n2C)cc1	-4	-28	-0.4	7%	-19%	-0.6	13%	-7%	4
CC(C)(C)c1ccc2c(c1)N(CC(=O)NCCCN1CCN(c3ccccc3F)CC1)C(=O)CO2	.	-1	.	11%	-5%	0.7	10%[57.1 µM]	2%[57.1 µM]	5
Cc1nccn1-c1c([N+](=O)[O-])c(=O)n(C)c2ccccc12	23	0	-0.2	23%	-20%	0.4	4%[57.1 µM]	0%[57.1 µM]	-1
NC(=O)c1ccc(NC(=O)COC(=O)C2CC(=O)N(Cc3ccccc3)C2)cc1 (stereo unspecified)	19	1	0.2	3%	-25%	0.7	16%	9%	4
CCOC(=O)CSc1nc2sc3c(c2c(=O)n1C1CCCCC1)CCN(C)C3	-17	3	-0.1	3%	-25%	-0.3	-19%	17%	-5
COc1ccc2c(Sc3ccccc3)c(C(=O)NCc3cc(Br)ccc3OC)[nH]c2c1	.	1	-0.3	22%	7%	0.1	8%	-5%	1
NC(=O)CSc1nnc(-c2cccs2)n1-c1ccccc1	-10	15	3.9	-2%	1%	0.1	5%	-1%	5
Cc1nc2c(-c3ccc(Cl)cc3)cnn2c(N)c1-c1ccc(F)cc1	-9	8	1.4	-5%	-20%	3.1	20%	57%[activator]	-2
CCCN(CCC)CCCNC(=O)c1cn(CC)c2ccc(S(=O)(=O)N3CCc4ccccc4C3)cc2c1=O	-13	-3&2	-0.6&0.1	17%&-2%	-6%&-9%	-0.2&-1.5	7%&6%	2%&-4%	-26&-3
CCCCn1c(N)c(N(CCOC)C(=O)c2cc(-c3ccc(OC)cc3)nc3ccccc23)c(=O)[nH]c1=O	6	-2	-0.1	4%	-2%	0.3	9%	14%	-1
CC(=O)c1ccc(NC(=S)NNC(=O)NC2CCCCC2)cc1	-37	-2	-0.4	-11%	-1%	-1.1	15%[57.1 µM]	12%[57.1 µM]	-2
Cc1ccc(OCC(=O)NCCCNC(=O)c2ccncc2)cc1C	-5	-2	2.0	10%	1%	1.8	-1%[57.1 µM]	-1%[57.1 µM]	0
Cc1sc2ncnc(N3CCC(C(=O)Nc4cc(S(C)(=O)=O)ccc4Cl)CC3)c2c1C	11	2	0.7	0%	-24%	0.0	9%[57.1 µM]	3%[57.1 µM]	4
C/C(=N\NC(=O)c1ccoc1C)c1cccc2ccccc12	.	-2	.	6%	-16%	-0.8	10%	2%	-8
CCOC(=O)C1C(C(=O)NN)C1C(=O)Nc1ccccc1 (stereo unspecified)	-1	1	0.6	4%	-10%	0.1	34%[57.1 µM]	-6%[57.1 µM]	0
CC(C(=O)c1ccccc1)n1c(N2CCOCC2)nc2c1c(=O)n(C)c(=O)n2C (stereo unspecified)	8	28	0.2	-2%	3%	-0.5	0%[57.1 µM]	3%[57.1 µM]	-4
Cc1nc(CS(=O)(=O)c2ccccc2)cc(N2CCOCC2)n1	-6	9	1.2	8%	-16%	0.2	6%[57.1 µM]	-2%	-3
Cc1ccc(-c2cccc(C(=O)NCCc3ccccc3)n2)c2ccccc12	-26	3	0.7	-14%	-17%	0.0	27%[57.1 µM]	12%[57.1 µM]	3
CCN(CC)CCSc1nc(O)c(C(C)C)c(=O)[nH]1	-11	16	0.4	-2%	3%	0.2	0%	-8%	4
Cc1nc(-c2ccc(Cl)cc2)sc1CCNC(=O)Cc1ccc(F)cc1	.	3	-1.2	8%	4%	0.5	-2%[57.1 µM]	-2%[57.1 µM]	-3
CCc1ccc2oc(-c3cccc(NC(=O)c4ccc(N5CCC(C)CC5)c([N+](=O)[O-])c4)c3)nc2c1	.	1	.	-1%	-6%	-0.1	4%	7%[11.4 µM]	0
O=C(CCSCc1ccccc1Cl)N1CCN(c2ccc(F)cc2)CC1	.	0	.	4%	-17%	-1.0	6%[57.1 µM]	-6%[57.1 µM]	-3
CCOc1ccc(CCNC(=O)COC(=O)c2nn(C)c(=O)c3ccccc23)cc1OCC	0	18	-0.8	2%	-13%	-0.2	8%	3%	2
CC1=NN(C(N)=S)C(=O)C1N=Nc1ccc(C)cc1C (stereo unspecified)	3	-1	-0.3	.	.	-0.5	.	.	.
O=C(Nc1cc2c(cc1Br)OCCO2)c1cccnc1	26	-3	0.4	2%	-14%	-0.9	18%	0%	2
CCOc1ccc(N(CC(=O)NCC2CCCO2)C(=O)CCC(=O)Nc2ccccn2)cc1 (stereo unspecified)	11	5	-1.1	3%	2%	-0.2	-11%	-7%	6
CCN(CCCNC(=O)CNC(=O)Cn1cnc2ccccc2c1=O)c1cccc(C)c1	-3	2	0.5	3%	-15%	0.1	18%[57.1 µM]	4%[57.1 µM]	3
CCC(C)Nc1nc(-c2ccccn2)nc2ccccc12 (stereo unspecified)	-2	-1	0.6	-1%	-28%	-0.1	4%	0%	1
CC1CC(C)CN(CCCNC(=O)CCNC(=O)Cn2cnc3ccccc3c2=O)C1 (stereo unspecified)	.	-16	.	11%	6%	-0.1	4%	-2%[0.457 µM]	3
Oc1ccc(-c2nccc(-c3ccc(Cl)cc3Cl)n2)cc1	6	4	-0.7	-11%	-8%	-0.2	11%	-5%	3
CCCCn1c(SCC(=O)Nc2nnc(C(C)C)s2)nc2c1c(=O)n(C)c(=O)n2C	9	0	0.0	2%	-11%	-0.5	14%	6%	-2
NC(=O)c1cnn2c1NC(c1ccc(F)cc1)CC2C(F)(F)F (stereo unspecified)	-8	13	-0.1	0%	-16%	-0.8	-2%	-4%	1
CC1=Nc2ccc(Br)cc2C(c2ccccc2)N1CC(=O)NN (stereo unspecified)	36*	-3	-2.1	7%	-17%	0.7	39%	6%	5
O=c1ccn(CCCBr)c(=O)[nH]1	-2	-1	0.7	4%	-14%	0.3	15%[57.1 µM]	-3%[57.1 µM]	0
N#Cc1ccc(Cn2ccnc2C(=O)Nc2ccccc2)cc1	-3	-9	0.2	-3%	-23%	-0.4	16%	1%	1
CCn1c(CC(C)C)n[nH]c1=S	-2	-5	0.3	11%	-14%	0.0	-6%[57.1 µM]	-12%	-5
COc1ccc(S(=O)(=O)N(CC(=O)NCc2cccnc2)C2CCCCC2)cc1OC	-9	-2	0.2	15%	-1%	-0.1	9%	4%	-4
CC(C(=O)NCc1ccc2c(c1)OCO2)N(c1ccccc1)S(C)(=O)=O (stereo unspecified)	-4	0	1.1	9%	-21%	0.1	17%	5%	-1
O=C(CCc1nnc(-c2ccc(-c3ccccc3)cc2)o1)NCCc1ccccn1	6	-1	0.7	3%	-21%	-0.5	14%[57.1 µM]	13%	3
CCCNS(=O)(=O)c1ccc(OCC(=O)N2CCN(c3ccccc3)CC2)cc1	-1	-5	1.2	0%	-14%	-1.2	-16%	-13%	3
CN(C)C(=O)c1ccc(OCC(F)(F)F)nc1	1	-4	0.4	-1%	-14%	0.7	21%	2%	4
COc1cc(=O)n2c(-c3ccccc3)csc2n1	11	4	0.0	1%	-13%	-0.3	-33%[11.4 µM]	5%[11.4 µM]	4
CC1=CS(=O)(=O)CC1Sc1nc2ccccc2[nH]1 (stereo unspecified)	38*	-7	0.2	-1%	-3%	0.5	4%[2.29 µM]	11%[57.1 µM]	-2
CC1=NN2C(=N)/C(=C\c3cc(C)n(Cc4ccccc4)c3C)C(=O)N=C2S1	5	-2	-1.2	0%	-16%	-0.2	2%	1%	9
NC(=O)N/N=C/C=C/c1ccc(F)cc1	-3	4	0.5	2%	-17%	-0.2	5%[57.1 µM]	-4%	1

(next part)
SMILES	D2 antag	TRHR enhancer	D2 ag	mIDH1 inhibitor	USP1-UAF1 inh	TRHR ag	TrxR1 inh	TrxR1 substrate	PI4K2A block
Cc1ccc(S(=O)(=O)N(C)c2cc(S(=O)(=O)N3CCOCC3)c(C)cc2C)cc1	2	-6	-0.5	3%	-14%	-0.5	32%[activator][57.1 µM]	10%[57.1 µM]	0
CCOC(=O)/C=c1\s/c(=C\c2ccccc2OC)c(=O)n1CC(=O)N1CCOCC1	-10	17	0.5	3%	-12%	-0.2	8%[57.1 µM]	-11%	-2
Cc1ccc(CNS(=O)(=O)CCNC(=O)c2ccccc2)cc1	13	-1	0.8	-1%	-14%	-0.7	1%	-2%	-2
COc1cc(C(=O)NCC(c2cccs2)N2CCOCC2)cc(Br)c1OCc1ccccc1 (stereo unspecified)	.	.	.	-8%	-17%	.	32%	-4%	-5
